Mito fusion act – qHTS Assay for Small Molecule Inhibitors of Mitochondrial Division or Activators of Mitochondrial Fusion; S. cerevisiae fusion-defective mutant growth rescue, CellTiterGlo 48 h; Potency, µM (doses to about 46.1 µM), without a hit: at the highest dose growth rescue (activation), usual class: activators; 320,000 compounds, 0.23% hits;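 note: potency is the fitted concentration of half-maximal effect; % of control where 0% means no effect; nearly all actives have a fitted effect of over 45% in size; temperature-sensitive fusion mutants such as fzo1-1 at 37 °C on non-fermentable ethanol glycerol medium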
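Temperature-sensitive fusion-defective S. cerevisiae (e.g. fzo1-1, mgm1-5) were grown with compound in YPEG medium (3% ethanol, 3% glycerol) for 48 hours at 37C. Growth rescue was measured as viability by CellTiterGlo luminescence after 10 minutes at ambient.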
BCR signal inh – qHTS Assay to Find Inhibitors of Chronic Active B-Cell Receptor Signaling; ABC-DLBCL IkBa-CBG/CBR reporter, luminescence ratio, 4 h; 340,000 compounds, 0.05% hits; Potency, µM (titrated, usually from 46.1 µM), for the others: at the highest dose ratio change, negative = lower green/red ratio, most hits filed as inhibitors; active = well fitted inhibition curve with a large enough effect in the signal ratio, with a control signal flat, not every such curve was filed as active; inconclusive = small, poorly fitted or top-dose-only effect, or effect the other way, or a change in a side signal; the % refers to the signal ratio;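 note: potency is the fitted concentration of half-maximal effect; plate controls were basal doxycycline-induced cells for no effect and cells given 10 µM MG132 for full effect; MG132 reads +100%, hits lower the ratio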
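TMD8 human ABC-DLBCL cells with doxycycline-inducible IκBα–green luciferase fusion and unfused red luciferase, in 0.5% FBS medium; compounds up to 46 uM, 4 h at 37C. Green/red luminescence ratio, filter-overlap corrected, fitted to concentration-response curves.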
TCR activator – Activators of T cell receptors: qHTS campaign; primary human leukocytes, anti-CD3, IL-2 HTRF, 48 h; 330,000 tested, under 10 active; AID 504894, 2011; Potency, µM (top dose mostly 9.22 µM), without a hit: at the highest dose activation of IL-2 secretion, usual class: activators; note: % of control where 0% means no effect
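Primary human leukocytes were stimulated with a-CD3 beads plus compounds for 48 hr without co-stimulation; secreted IL-2 was quantified by HTRF using a-IL-2-K (europium cryptate) and a-IL-2-d2, excited at 320nm with acceptor emission read at 665nm.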
A-T KAP1 phos – qHTS Assay for Identifying a Potential Treatment of Ataxia-Telangiectasia. […] A-T fibroblasts, KAP-1 phosphorylation AlphaLISA; neocarzinostatin DNA damage 30 min before lysis. Potency, µM (titrated, usually from 57.5 µM), for inactives: at the highest dose activation, most hits filed as activators. 320,000 compounds, 0.19% hits; note: potency is the fitted concentration of half-maximal effect; % of control where 0% means no effect; nearly all actives have a fitted effect of over 45% in size
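ATM-like activity read as KAP-1 phosphorylation via AlphaLISA donor/acceptor antibody pairs after lysis and 6 hr at 25C. Cells were ATM-null patient fibroblasts ([…], hTERT), dosed 60 min, then exposed to the DSB inducer NCS for 30 min.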
ELG1 DNA repair – qHTS screen for small molecules that inhibit ELG1-dependent DNA repair in human embryonic kidney (HEK293T) cells expressing luciferase-tagged ELG1; HEK293T ELG1-luciferase reporter, luminescence, 16 h; DNA damage induced by 5-fluorouridine; AID 504467, 2011; 330,000 compounds, 2.3% hits; Potency, µM (titrated, usually from 46.1 µM), for the others: top-dose activity change, negative = inhibition, most hits filed as inhibitors; note: potency is the fitted concentration of half-maximal effect; % is set by controls: 0 for no effect and ±100 for the full control effect; nearly all actives have a fitted effect of over 55% in size
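Cells (2,000 per well) received 5-fluorouridine plus test compound or DMSO and were incubated 16 hr at 37 °C, 5% CO2. Luciferase activity was read by luminescence 30 min after ONE-Glo addition; signal suppression marked inhibition of damage-induced ELG1 function.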
Eya2 inh – qHTS Assay for Inhibitors of the Phosphatase Activity of Eya2; Protein phosphatase EYA2 (Homo sapiens), O00167; recombinant Eya2, OMFP fluorescence dephosphorylation (OMFP is methylfluorescein phosphate); Potency, µM (titrated, usually from 76.9 µM), for the others: top-dose activity, negative = inhibition, actives largely listed as inhibitors; 330,000 compounds, 0.006% hits; AID 488837, 2010; note: potency is the fitted concentration of half-maximal effect; % is set by controls: 0 for no effect and ±100 for the full control effect
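Eya2 (0.2 uM) preincubated 10 min at ambient with compound, then OMFP substrate added at 50 uM; 10 min reaction in 50 mM HEPES pH 7.5, 50 mM NaCl, 5 uM MgCl2, 0.05% BSA, 1 mM DTT. Fluorescence read at Ex 485/Em 525 nm.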
TSHR antag – Antagonists of the Thyroid Stimulating Hormone Receptor: HTS campaign. TSHR-expressing cells, TSH-stimulated cAMP HTRF, 2 h; hits give low values. 330,000 compounds, 0.2% hits. Thyrotropin receptor (Homo sapiens), P16473. activity change, negative = inhibition, % at 11.5 µM;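 active = activity change below a set negative limit, meaning inhibition stronger than a set level, cut at about -70% in these data; inconclusive = activity change between two set negative limits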; note: % is set by controls: 0 for no effect and ±100 for the full control effect
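Freshly harvested TSHR cells receive pin-tooled compound, then EC80 TSH at 4nM final. After 2 hours at 37 deg C, antibody in lysis buffer and cAMP-d2 are added; 30 minutes at ambient temperature precede the HTRF read.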
PTAP TSG101 blk – qHTS Assay for Iinhibitors of HIV-1 Budding by Blocking the Interaction of PTAP/TSG101 | 340,000 tested, under 10 active | AID 493005, 2010 | Fluorescence polarization, FITC-PTAP peptide / Tsg101 binding | Potency, µM (titrated, usually from 115 µM), for the others: at the top dose activity change, negative = inhibition, actives largely listed as inhibitors; active = well fitted inhibition curve with a large enough effect in the main read-out, with a control signal flat, not every such curve was filed as active; inconclusive = small, poorly fitted or top-dose-only effect, or effect the other way, or a change in a side signal; inactive = no such curve, though single readings can be large or run the other way; note: potency is the fitted concentration of half-maximal effect; % of control where 0% means no effect
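Tsg101 binding domain (10 uM final) was mixed with compound and a FITC-labeled PTAP peptide (50 nM final) in HEPES pH 7.5 buffer with NaCl, Tween 20, EDTA and TCEP; fluorescence polarization was read after 20 min at r.t.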
ASM inhibitor – Inhibitors of Secretory Acid Sphingomyelinase (S-ASM): qHTS | Sphingomyelin phosphodiesterase (Homo sapiens), P17405 | placental ASM, HMU-PC fluorogenic substrate, 60 min | Potency, µM (doses to about 57.5 µM), for the others: at the highest dose activity change, negative = inhibition, hits mostly inhibitors | 340,000 compounds, 0.006% hits; note: potency is the fitted concentration of half-maximal effect
Target sequence (P17405 47-631 limits assumed): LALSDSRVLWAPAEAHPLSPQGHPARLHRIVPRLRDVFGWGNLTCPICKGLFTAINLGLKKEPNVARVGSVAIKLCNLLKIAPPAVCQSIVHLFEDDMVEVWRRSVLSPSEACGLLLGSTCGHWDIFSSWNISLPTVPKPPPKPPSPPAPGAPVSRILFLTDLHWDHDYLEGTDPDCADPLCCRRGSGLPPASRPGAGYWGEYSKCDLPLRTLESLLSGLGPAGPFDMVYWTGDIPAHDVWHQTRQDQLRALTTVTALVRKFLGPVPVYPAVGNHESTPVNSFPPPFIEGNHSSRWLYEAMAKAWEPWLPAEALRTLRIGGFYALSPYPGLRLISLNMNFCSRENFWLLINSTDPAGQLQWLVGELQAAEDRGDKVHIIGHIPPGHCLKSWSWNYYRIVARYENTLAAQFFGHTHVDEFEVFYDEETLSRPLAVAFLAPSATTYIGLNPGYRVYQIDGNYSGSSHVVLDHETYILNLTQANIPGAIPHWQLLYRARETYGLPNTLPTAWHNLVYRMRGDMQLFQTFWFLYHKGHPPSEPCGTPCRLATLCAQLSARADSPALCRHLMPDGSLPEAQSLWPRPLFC
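Fluorogenic HMU-PC substrate (9 uM final) is turned over by placental ASM in 60 min at 37 C after a 10 min compound preincubation. Reaction ended by alkaline stop (pH 10), with fluorescence read at 386/447 nm.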
Integrin act MD – qHTS for Activators of Integrin-Mediated Alleviation for Muscular Dystrophy. alpha7betagal myoblasts, beta-gal FDG fluorescence, 48 h. Potency, µM (series often up to 38.3 µM), for inactives: top-dose activation, actives largely listed as activators. 350,000 compounds, 0.064% hits;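 note: potency is the fitted concentration of half-maximal effect; 100% = response of the positive control SU9516; nearly all actives have a fitted effect of over 60% in size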
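Alpha7betagal+/- myoblasts (passage 13) were plated 16-24 hr, then exposed to compounds (1:260 dilution of DMSO stock) for 48 hours at 37C. After MPER lysis, β-galactosidase reporter activity was read as FDG fluorescence (ex 480/em 540) after 30 minutes.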
Tb PFK block – qHTS Assay to Find Inhibitors of T. brucei phosphofructokinase; ATP-dependent 6-phosphofructokinase (Trypanosoma brucei brucei), O15648; 330,000 compounds, 0.17% hits; T. brucei PFK, ADP-Glo luminescence; Potency, µM (series often up to 57.5 µM), inactives show top-dose activity, negative = inhibition, most hits filed as inhibitors;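 note: potency is the fitted concentration of half-maximal effect; 0% = uninhibited 1x PFK enzyme wells and -100% = no-enzyme wells; nearly all actives have a fitted effect of over 60% in size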
Target sequence (O15648 whole entry, looked up): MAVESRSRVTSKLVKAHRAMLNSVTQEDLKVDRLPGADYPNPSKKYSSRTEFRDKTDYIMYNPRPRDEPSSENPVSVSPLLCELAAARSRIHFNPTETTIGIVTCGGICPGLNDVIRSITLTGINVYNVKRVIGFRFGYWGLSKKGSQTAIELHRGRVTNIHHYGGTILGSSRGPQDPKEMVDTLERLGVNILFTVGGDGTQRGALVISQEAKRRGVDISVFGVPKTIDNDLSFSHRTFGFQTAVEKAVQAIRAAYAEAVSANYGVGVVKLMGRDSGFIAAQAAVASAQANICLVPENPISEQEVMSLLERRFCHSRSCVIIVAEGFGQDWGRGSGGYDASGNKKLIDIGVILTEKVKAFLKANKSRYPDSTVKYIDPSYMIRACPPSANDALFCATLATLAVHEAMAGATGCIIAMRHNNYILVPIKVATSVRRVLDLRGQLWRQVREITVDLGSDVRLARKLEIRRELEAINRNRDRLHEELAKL
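PFK 1.25 nM, F6P 0.5 mM, ATP 0.1 mM, 0.1 M TEA pH 8.0, 5 mM MgCl2, 0.01% Tween20, 0.1% BSA; 45 min RT. ADP-Glo readout. qHTS titration up to 57 uM; curves fitted, compounds curve-classed.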
* marks the source's active call; other numbers are inactive results; ? = inconclusive; . = not tested or not shown; [ ] = remark or other dose. Unless noted, calls come from the whole dose curve; as a rule, active = well fitted curve in the direction sought with a large enough effect; inconclusive = small, poorly fitted or top-dose-only effect, or another doubt; inactive = no such curve, though single readings can be large; an effect the other way counts as inactive or inconclusive. An unsorted share of the library; any-hit rate near 3.2%.

SMILES | Mito fusion act | BCR signal inh | TCR activator | A-T KAP1 phos | ELG1 DNA repair | Eya2 inh | TSHR antag | PTAP TSG101 blk | ASM inhibitor | Integrin act MD | Tb PFK block
COc1ccnc(N=CNOCc2ccc(F)cc2Cl)c1C#N | -2% | -11% | 0% | -2% | 18% | 14% | -1 | -2% | 1% | -15% | -2%
CN(CC(=O)NCC1CCCO1)S(=O)(=O)c1ccc(Br)cc1 (stereo not given) | -2% | 4% | -2% | 4% | -1% | -5% | 11 | . | -2% | -38% | 2%
C/C(=N\Nc1nc(N2CCOCC2)nc(N2CCOCC2)n1)c1cccc([N+](=O)[O-])c1 | -3% | -12% | 5% | -10% | ? | 8% | 2 | 2% | 3% | -15% | -2%
O=C(c1cccnc1)N1CCN(c2ccc(Cl)cc2)CC1 | . | 3% | 2%[46.1 µM] | -1% | 1% | -1% | 14 | -2% | -1% | 22% | -2%
CC1(C)CC(=O)C2=C(C1)N(CC1CCCO1)C(=O)C2(NC(=O)c1cccnc1)C(F)(F)F (stereo not given) | 2% | 4% | 2% | 1% | 9% | -3% | -3 | -1% | 4% | 23%[7.66 µM] | 2%
CC(=O)Nc1ccc(NC(=O)/C=C/c2cccc(C(F)(F)F)c2)cc1 | 1% | -10% | -2%[46.1 µM] | 24% | 1% | 3% | 39 | -5% | 3% | 0% | 4%
C=CCn1c(=O)c2c3c(sc2n2c(Nc4ccccc4)nnc12)CCCC3 | 6% | ? | -6% | -6% | 21µM* | -27% | -4 | -7% | -29% | -32% | 1%
O=C(COc1ccc2c3c(c(=O)oc2c1)CCC3)NCCCN1CCOCC1 | 0% | 0% | -5% | -4% | ? | 4% | 3 | -2% | 2% | ? | -4%
CCOC(=O)C(NC(C)=O)(OCc1ccc(F)cc1)C(F)(F)F (stereo not given) | 1% | -12% | 5% | 7% | 1% | -9% | 0 | -1% | 7% | 26% | 0%
COc1ccccc1/C=C/c1nc(S(=O)(=O)c2ccccc2)c(N2CCC(C(N)=O)CC2)o1 | 35µM* | 1% | -4% | 14% | ? | -3% | 13 | 2% | . | 3% | 1%
COCCNCc1ccccc1[N+](=O)[O-] | -9% | ? | 1% | 5% | 6% | -28% | 4 | 2% | -1% | 19% | 0%
COc1ccc(C(=O)Nc2ccc(N3CCCC3)cc2)cc1 | -1% | ? | 1% | . | ? | 22% | 5 | -6% | -6% | 24% | 4%
O=C(CSc1nnc(COc2ccc(Cl)cc2Cl)o1)Nc1ccccn1 | -7% | -5% | -1% | 1% | ? | 5% | 0 | -1% | 0% | 12% | -9%
Cc1cc(NC(=O)Cn2cnc3sc(C)c(C)c3c2=O)no1 | . | 2% | 6%[46.1 µM] | -17% | 0% | -1% | 1 | -1% | 3% | 0% | 9%
O=C(COC(=O)CCc1c[nH]c2ccccc12)NCc1ccc(Cl)cc1 | 0% | 2% | 2%[46.1 µM] | -2% | 2% | -2% | -7 | -5% | -1% | -18% | -6%
O=C(c1ccc(S(=O)(=O)N2CCOCC2)cc1)N1CCN=C1SCc1cccnc1 | 3% | ? | -2% | -6% | ? | 7% | 7 | -3% | 1% | 17% | 2%
CCc1nc2oc3cc(OC)ccc3c(=O)c2c(=O)n1Cc1ccccc1 | 3% | 16% | 11% | 4% | -15% | 29% | 5 | 0% | -2% | -17% | 8%
CCc1c(C)nc2ncnn2c1N1CCC(C(=O)NCc2cccc(OC)c2)CC1 | -6% | -3% | -1% | -5% | ? | 5% | -7 | -6% | -1% | 11%[7.66 µM] | -4%
C=CCn1c(N)c(C(=O)N2CCN(C)CC2)sc1=S | -4% | -2% | . | 1% | 4% | 8% | 7 | . | -2% | 11% | 1%
N#Cc1ccccc1OCC(=O)NCC(c1cccs1)N1CCOCC1 (stereo not given) | 3% | -2% | -1% | 8% | -2% | 0% | -4 | 0% | -2% | -31% | -1%
CCCCc1n[nH]c(=S)n1Cc1ccc(Cl)cc1 | -5% | -2% | 9% | 1% | -7% | 13% | -10 | 2% | -2% | -8% | -2%
CCOC(=O)C1[C@H]2C(=O)N(CCCOC)C[C@]23C=C[C@H]1O3 (stereo not given in full) | 2% | -1% | 9% | 4% | ? | 15% | 7 | -4% | 1% | -3%[7.66 µM] | 3%
Cc1ccc(S(=O)(=O)CC(=O)c2ccc(C)c([N+](=O)[O-])c2)cc1 | -7% | 1% | 2% | 0% | -3% | 3% | 3 | -5% | -1% | 10% | -1%
CCCCN(C(=O)c1ccccc1F)c1c(N)n(CCC)c(=O)[nH]c1=O | -4% | -4% | -4% | -5% | 2% | -14% | -8 | -7% | -2% | -34% | 5%
COc1cc(C(=O)O)cc(Br)c1OC1CCCC1 | 23% | 14% | . | -3% | 12% | 16% | -6 | -14% | 0% | -3% | 3%
CC(=O)OC(C(=O)NC1CCCCC1)c1ccccc1Cl (stereo not given) | 10% | 10% | 0% | 6% | 15% | 0% | -30 | -3% | 0% | 20% | 1%
CN(Cc1cccnc1)C(=O)c1ccc(Cl)c(NS(=O)(=O)c2ccc(F)cc2)c1 | 8% | 1% | 7% | 1% | 25% | 10% | 8 | 1% | 1% | 10% | 0%
CCn1cc(C(=O)NCc2ccco2)c(=O)c2cc(S(=O)(=O)N3CCC(C)CC3)ccc21 | 10% | -1% | 5% | 8% | 10µM* | -35% | 11 | -6% | -16% | -5% | -4%
O=C(NC1CCCC1)C1CCN(C(=O)c2cccc(Cl)c2)CC1 | 1% | 2% | -3% | -12% | 0% | ? | 3 | 3% | 0% | -5% | 4%
CCOC(=O)C1(CCOC)CCN(CC(C)Cc2ccc3c(c2)OCO3)CC1 (stereo not given) | -3% | -1% | -8% | 8% | -7% | 13% | 2 | 1% | 3% | -4% | 1%
CCOc1ccc(N2C(=O)C(CC(=O)Nc3ccc(F)cc3)N(Cc3ccccn3)C2=S)cc1 (stereo not given) | 0% | ? | 2% | -2% | ? | -11% | -5 | -5% | -8% | -14% | -1%
Cc1ccc(NC(=O)Cn2ccsc2=N)cc1S(=O)(=O)N(C)C | 4% | 1% | -1% | -3% | 18% | 18% | 9 | -4% | 4% | -1% | -5%
O=C(CN1C2CCC1CC(NC(=O)C1CC1)C2)NCc1ccccc1 (stereo not given) | -1% | 1% | . | 6% | -5% | 15% | 0 | -6% | 6% | 13% | -5%
NC(=O)CCC(NS(=O)(=O)c1ccc(Cl)cc1)C(=O)NCc1ccccc1 (stereo not given) | -2% | -2% | -2%[46.1 µM] | 4% | 8% | 6% | 12 | . | . | . | 2%
CCOC(=O)C1CCN(C(=O)Cc2ccc(C)cc2)CC1 | 0% | -2% | 15% | 1% | ? | -16% | -6 | -2% | 0% | 4% | 1%
COc1ccc(/C=N/NC(=O)c2cccnc2)cc1CN1CCc2cc(OC)c(OC)cc2C1C (stereo not given) | -1% | ? | -1% | 1% | -22% | -1% | 2 | -3% | -1% | -53%[inhibitor] | -1%
COc1ccccc1C(=O)Oc1ccc2ccc(=O)oc2c1 | 7% | 3% | -10% | 8% | 0% | 17% | 8 | -2% | . | 3% | -7%

Bioassay records as filed in PubChem BioAssay.
